# Bioassay records deposited in PubChem BioAssay by National Center for Advancing Translational Sciences (NCATS).
# Giardia kill: kills Giardia lamblia | 0.15% of 340,000 active | Giardia lamblia trophozoite viability | activity change, % at 7.66 µM, hits read low | AID 540267; in the data active means activity change below about -80%; inconclusive means between about -30% and that limit;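 further: parasites exposed to compound for two days anaerobically before the ATP read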
#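 Luminescent ATP signal served as the viability read-out, measured 15-30 min after adding ATP detection reagent to trophozoites that had been incubated with compounds for 48 hrs at 37 deg C anaerobically at 100 cells/well.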
# Eya2 phos inh: blocks the phosphatase activity of human Eya2. O00167. recombinant Eya2, OMFP fluorescence dephosphorylation (OMFP is methylfluorescein phosphate). Potency, µM (doses to about 76.9 µM), inactives show top-dose activity, negative = inhibition, actives largely listed as inhibitors. 0.006% of 330,000 active; further: potency means the concentration at half of the fitted maximal effect
#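 Eya2 protein (added as 0.2 uM solution) was preincubated with compound for 10 min at ambient temperature in 50 mM HEPES pH 7.5, 50 mM NaCl, 5 uM MgCl2, 0.05% BSA, 1 mM DTT. OMFP (added at 50 uM) then reacted 10 min; fluorescence read at 485/525 nm.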
# B2AR arrestin: agonists driving beta-arrestin recruitment to human beta2-adrenergic receptor; beta-arrestin recruitment to beta2AR, cell-based reporter; 0.02% of 330,000 active; Potency, µM (top dose mostly 46.1 µM), for the others: at the highest dose activation, most hits filed as activators;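 further: potency means the concentration at half of the fitted maximal effect; 0% = DMSO controls and full agonism = EC100 isoproterenol or metaproterenol; nearly all actives have a fitted effect of over 65% in size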
# Chronic BCR inh: chronic active BCR signaling inhibition; ABC-DLBCL IkBa-CBG/CBR reporter, luminescence ratio, 4 h; Potency, µM (series often up to 46.1 µM), for the others: at the top dose ratio change, negative = lower green/red ratio, actives largely listed as inhibitors; 0.05% of 340,000 active; AID 493014; active means well fitted inhibition curve with a large enough effect in the signal ratio, with a control signal flat, not every such curve was filed as active; inconclusive means small, poorly fitted or top-dose-only effect, or effect the other way, or a change in a side signal; the % refers to the signal ratio;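 further: potency means the concentration at half of the fitted maximal effect; plate controls were basal doxycycline-induced cells for no effect and cells given 10 µM MG132 for full effect; MG132 reads +100%, hits lower the ratio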
#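 Concentration-response series (up to 46 uM) were applied to TMD8 dual-reporter cells for 4 h at 37C with doxycycline. Green/red ratio, after filter-overlap correction, defined %Activity; red signal alone was normalised to basal cells and zero luminescence.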
# KCNH2 3.1 block: inhibitors of human KCNH2 3.1 potassium channel isoform; U2OS KCNH2 3.1, thallium flux FluxOr; stronger effect = lower value; activity change, % (tested at about 1.8 µM); 0.95% of 340,000 active;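 active means maximum activity change below -70%; inconclusive means maximum activity change from -70% to -50%; inactive means maximum activity change above -50%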;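 further: thallium influx rate constant from kinetic fluorescence after stimulation buffer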
#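 Thallium flux read-out: FluxOr dye with Red40 quencher in HBSS/HEPES, 45 min at RT. Rate constants from kinetic reads were normalized to positive and negative DMSO controls. Cells: U2OS virally expressing the 3.1 isoform.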
# PKM2 act: activators of human pyruvate kinase M2; 0.34% of 260,000 active; Potency, µM (titrated, usually from 57.5 µM), without a hit: top-dose activation, hits mostly activators; purified PKM2, Kinase-Glo ATP luminescence, activation; response scale: 0% is enzyme alone, no compound; AID 1631; further: potency means the concentration at half of the fitted maximal effect; nearly all actives have a fitted effect of over 55% in size
#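 Purified hPK-M2 (>95%) run at intermediate activity with 0.1 mM ADP and 0.5 mM PEP in 50 mM imidazole pH 7.2, KCl, MgCl2; 1 h room temperature. ATP formed read by Kinase-Glo luminescence; normalized to uninhibited and no-enzyme controls.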
# GALK inhibitor: inhibitors of human galactokinase | Potency, µM (top dose mostly 57.5 µM), inactives show at the top dose activity change, negative = inhibition, usual class: inhibitors | P51570 | 0.007% of 270,000 active | Purified GALK, Kinase-Glo residual ATP luminescence | AID 1868; further: potency means the concentration at half of the fitted maximal effect
#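 ATP-depletion format; final 35 uM ATP, 100 uM D-galactose, 5 nM enzyme; pH 8.0 HEPES/Mg2+ buffer; 60 min RT; luminescence read 10 min after detection reagent.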
# uPA surface inh: cell surface uPA generation inhibition | 0.31% of 330,000 active | Potency, µM (series often up to 38.3 µM), inactives show at the highest dose activity change, negative = inhibition, actives largely listed as inhibitors | cell surface uPA generation assay, qHTS; active means well fitted inhibition curve with a large enough effect; inconclusive means small, poorly fitted or top-dose-only effect; inactive means no such curve, though single readings can be large or run the other way; tested in mouse RAW 264.7 cells; further: potency means the concentration at half of the fitted maximal effect; nearly all actives have a fitted effect of over 55% in size
# KCNH2 WT inh: blocks the wildtype human KCNH2 potassium channel | 0.37% of 340,000 active | activity change, % at 1.84 µM | U2OS, BacMam KCNH2, thallium flux FluxOr; stronger effect = lower value | Q12809;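 active means maximum activity change below -70%; inconclusive means maximum activity change between -70% and -50%; inactive means maximum activity change above -50%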
# Target sequence (Q12809 whole entry, looked up): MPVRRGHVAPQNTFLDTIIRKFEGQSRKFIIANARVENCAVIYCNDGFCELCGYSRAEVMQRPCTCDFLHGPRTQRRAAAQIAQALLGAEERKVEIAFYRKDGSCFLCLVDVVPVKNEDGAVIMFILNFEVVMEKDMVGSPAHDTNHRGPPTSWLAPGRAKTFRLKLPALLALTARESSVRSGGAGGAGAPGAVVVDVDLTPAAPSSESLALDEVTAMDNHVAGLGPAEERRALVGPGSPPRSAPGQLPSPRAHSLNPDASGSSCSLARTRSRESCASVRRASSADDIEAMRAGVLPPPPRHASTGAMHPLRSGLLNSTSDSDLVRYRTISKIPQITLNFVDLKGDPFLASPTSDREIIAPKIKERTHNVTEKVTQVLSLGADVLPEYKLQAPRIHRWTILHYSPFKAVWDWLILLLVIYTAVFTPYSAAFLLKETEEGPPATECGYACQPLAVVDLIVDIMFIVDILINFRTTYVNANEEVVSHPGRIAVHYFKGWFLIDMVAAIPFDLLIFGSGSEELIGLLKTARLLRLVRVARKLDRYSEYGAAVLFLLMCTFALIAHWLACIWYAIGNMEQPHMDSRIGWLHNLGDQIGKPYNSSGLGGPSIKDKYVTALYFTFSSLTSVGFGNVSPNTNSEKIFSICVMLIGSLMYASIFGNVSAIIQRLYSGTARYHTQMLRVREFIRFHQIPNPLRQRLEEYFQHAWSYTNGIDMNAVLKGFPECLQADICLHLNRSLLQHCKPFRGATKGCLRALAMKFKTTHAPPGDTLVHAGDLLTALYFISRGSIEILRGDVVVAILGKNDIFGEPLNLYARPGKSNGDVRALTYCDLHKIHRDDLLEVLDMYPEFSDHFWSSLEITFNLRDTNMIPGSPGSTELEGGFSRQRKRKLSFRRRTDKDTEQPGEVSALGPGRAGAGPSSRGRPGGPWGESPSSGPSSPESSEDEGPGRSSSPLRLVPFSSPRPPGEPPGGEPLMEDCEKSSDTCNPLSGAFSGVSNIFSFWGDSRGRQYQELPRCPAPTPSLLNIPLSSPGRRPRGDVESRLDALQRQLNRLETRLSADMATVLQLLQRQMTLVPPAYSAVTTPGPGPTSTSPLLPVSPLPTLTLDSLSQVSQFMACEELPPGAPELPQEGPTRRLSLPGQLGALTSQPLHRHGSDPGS
#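 U2OS cells were transduced with wild-type KCNH2 virus (2.03 x 10^8 / mL) for 4 h at room temperature, then cultured overnight at 37 C. Thallium flux was read with FluxOr dye. Rate constants were normalized to DMSO controls.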
# USP2a block: blocks human ubiquitin-specific protease USP2a. O75604. USP2 core, Ub-CHOP2 coupled fluorogenic reporter, 485/531. Potency, µM (top dose mostly 38.3 µM), for the others: top-dose activity change, negative = inhibition, hits mostly inhibitors. 0.01% of 330,000 active. AID 463254;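 further: potency means the concentration at half of the fitted maximal effect; plate controls were DMSO wells for no effect and full inhibition by NEM control for full effect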
#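 Deubiquitinase activity read as fluorescence (485/531 nm) after Ub-CHOP2 cleavage activates the enterokinase reporter on its substrate; USP2 core 10nM, Ub-CHOP2 and substrate 25nM each, 30min compound preincubation then 60min RT; data normalized to NEM, curves fitted.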
# FBPA coupling cs: coupling enzyme interference in Giardia aldolase counter-screen; AID 2472; coupling enzyme system counterscreen, AmpLite Red fluorescence; activity change, negative = inhibition, % at 58.2 µM, hits read low; 0.67% of 290,000 active; in the data active means activity change below about -30%
#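 Final compound at 57.5 uM, incubated 10 min at RT with coupling enzyme reagent (glyceraldehyde-3-phosphate), then 20 min with substrate and AmpLite Red detection. Fluorescence read at 525/598 nm; tests interference with the coupling assay, not aldolase inhibition.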
# The depositor's hits bear a star; ? = inconclusive; nt = not tested or not shown; & = joins results of further samples; [ ] = another dose, or the depositor's remark. Unless noted, the call rests on the fitted dose curve; in most records, active means well fitted curve in the direction sought with a large enough effect; inconclusive means small, poorly fitted or top-dose-only effect, or another doubt; inactive means no such curve, though single readings can be large; an effect the other way counts as inactive or inconclusive. Unless noted, on the % scale 0 is the no-effect control and ±100 the full control effect. Not a hit list; overall some 2.4% were active at least once.
no.	SMILES	Giardia kill	Eya2 phos inh	B2AR arrestin	Chronic BCR inh	KCNH2 3.1 block	PKM2 act
1	O=C(OCc1nnn(Cc2ccccc2)c1-c1c(COC(=O)c2ccccc2)nnn1Cc1ccccc1)c1ccccc1	11	-1%	-0.8%	5%	?	9%
2	Cc1cccc(-n2cc(CNCCN3CCOC3=O)c(-c3cccc(F)c3)n2)c1	0	2%	-0.3%	3%	-4	2%
3	CCS(=O)(=O)n1nc(-c2ccccc2)cc1N	-22	23%	-0.9%	13%	-3	-3%
4	CC(=O)Oc1ccc(/C=N/NC(=O)c2ccc(N(C)S(=O)(=O)c3ccccc3)cc2)cc1	8	2%	0.5%	-3%	17	nt
5	Cc1cccnc1NC(=O)CCCc1c[nH]c2ccccc12	4	1%	0.2%	?	-7	8%
6	NC(=O)CC(NC(=O)c1cccc(Br)c1)c1ccc(NC2CCCCCCCCCCC2)c([N+](=O)[O-])c1 (stereo not given)	-10	7%	-0.7%	?	50	2%
7	CCOC(=O)N1CCN(C(=O)c2ccc(Cn3c(=S)[nH]c4ccc(Br)cc4c3=O)cc2)CC1	-26	-1%	0.3%	-13%	-2	nt
8	COCCOc1cc2ncnc(N3CCC(C(=O)O)CC3)c2cc1OCCOC	-5	-5%	-0.2%	-26%	1	-1%
9	C=CCNC(=O)c1cnn(-c2ccccc2)c1-c1ccccc1	-10	-11%	0.0%	5%	?	nt
10	NCCCC[C@H]1CNC(=S)N1CCCCC1CCCCC1	1	16%	-0.3%	?	-2	-3%
11	O=C(O)c1ccc(-c2ccc(/C=C3\NC(=O)N(Cc4ccc(Cl)cc4)C3=O)o2)cc1Cl	51[activator]	-10%	-0.1%	-1%	11	1%
12	CCOC(=O)[C@H]1[C@H]2COc3ccc(Cl)cc3[C@@H]2N2C(=O)c3cc(Br)ccc3NC(=O)[C@@]12C	20	13%	0.4%	?	-49	nt
13	CCCCOc1ccc(C2NC(=O)NC(C)=C2C(C)=O)cc1OCC (stereo not given)	1	11%	-0.3%	-11%	12	2%
14	CC(Oc1ccc(Cl)cc1)C(=O)N/N=C/c1ccsc1 (stereo not given)	13	-19%	-1.5%	?	-2	-3%
15	COc1ccc(NC(=O)CN(C)CC(=O)Nc2ccc(C)c(S(=O)(=O)N3CCCCC3)c2)cc1	-3	-20%	0.4%	-14%	-21	nt

no.	GALK inhibitor	uPA surface inh	KCNH2 WT inh	USP2a block	FBPA coupling cs
1	5%	-18%	-2	5%	-2
2	1%	-6%	-1	-1%	2
3	0%	2%	-1	0%	-1
4	2%	2%	0	-2%	0
5	-1%	-7%	-4	2%	nt
6	nt	4%	-19	1%	-1
7	6%	-1%	2	1%	nt
8	0%	3%	-9	-3%	3
9	0%	-2%	13	5%	1
10	0%	-7%	3	2%	4
11	-8%	-1%	-4	4%	7
12	nt	-29%	-22	-2%	nt
13	-1%	-8%	nt	2%	2
14	0%	9%	3	-6%	-16
15	nt	-10%	-9	1%	nt

# (list continues)
no.	SMILES	Giardia kill	Eya2 phos inh	B2AR arrestin	Chronic BCR inh	KCNH2 3.1 block	PKM2 act
16	O=C(CSc1cc(Cl)ccc1Cl)Nc1ccc(N2CCOCC2)cc1	1	-11%	6.6%	?	-15	nt
17	CC12CC3(C)CC(C)(C1)CC(NC(=O)N1CCCC1)(C2)C3	7	-9%	-1.4%	?	-16	-2%
18	O=C(O)c1ccc(O)c(N2C(=O)Nc3ccccc3N2O)c1	4	4%	-1.1%	?	4	-9%
19	O=[N+]([O-])c1ccc(C2CC(c3ccccc3)=Nc3ccccc3S2)cc1 (stereo not given)	-11	-3%	-0.4%	?	-9	-3%
20	COC(=O)C1=C(C)N(C)C(=O)NC1c1c(OC)ccc2ccccc12 (stereo not given)	-12	12%	-0.4%	-4%	14	-7%
21	CC(C)CCOc1ccc(C2=NNC(=O)CC2)cc1	1	-14%	-0.4%	?	-10	-7%
22	O=C(/C=C/c1ccco1)NCC1OCCc2ccccc21 (stereo not given)	5	7%	0.0%	1%	6	16%
23	N[C@@H](C(=O)N[C@@H]1C(=O)N2C(C(=O)O)=C(Cl)CS[C@H]12)c1ccccc1	-27	-3%	-0.6%	2%	-8	1%
24	CC(=O)NC1C(OCc2cccc(Br)c2)OC(COC(C)=O)C(OC(C)=O)C1OC(C)=O (stereo not given)	-14	-7%	-0.2%	-2%	-23	-7%
25	Cc1cc(C)c(NS(=O)(=O)c2c(C)noc2C)c(C)c1	-26	-3%	0.0%	4%	-27	0%[0.46 µM]
26	COc1ccc(S(=O)(=O)N2CCOC2CNC(=O)C(=O)NCCN2CCOCC2)cc1OC (stereo not given)	-22	-10%	0.6%	-6%	8	3%
27	OC(COc1ccc(Cl)c2ccccc12)CN1CCN(c2ccccn2)CC1 (stereo not given)	-11	-8%	-0.3%	?	-33	2%
28	Cc1cc(C)n(CCN(C)c2nc3nonc3nc2NC2CC2)n1	11	-2%	0.5%	2%	33	-1%
29	CCN(CC)c1ccc(NC(=O)c2cnc3ccccn3c2=O)c(C)c1	8	10%	-0.1%	-8%	4	-2%
30	O=C(c1cccs1)N1CCC2(O)CCCCC2C1c1ccc(F)cc1 (stereo not given)	-5	-5%	-0.6%	-6%	-3	1%

no.	GALK inhibitor	uPA surface inh	KCNH2 WT inh	USP2a block	FBPA coupling cs
16	nt	5%	0	0%	nt
17	0%	0%	2	0%	-3
18	1%	0%	3	0%	4
19	6%	-4%	0	-1%	-3
20	15%	1%	5	0%	0
21	1%	-3%	1	1%	1
22	3%	0%	-3	-1%	1
23	nt	11%	-4	3%	-6&3
24	5%	2%	1	1%	2
25	1%	4%	2	1%	-11
26	-1%	-14%	-9	1%	nt
27	-2%	2%	-12	-9%	-3
28	1%	-8%	-9	7%	1
29	-1%	18%	-37	0%	-3
30	4%	-3%	-22	-1%	0

# Full records from above. Order of screens: Giardia kill, Eya2 phos inh, B2AR arrestin, Chronic BCR inh, KCNH2 3.1 block, PKM2 act, GALK inhibitor, uPA surface inh, KCNH2 WT inh, USP2a block, FBPA coupling cs
# COC(=O)C1=C(C)N(C)C(=O)NC1c1c(OC)ccc2ccccc12 (stereo not given) as listed: -12, 12%, -0.4%, -4%, 14, -7%, 15%, 1%, 5, 0%, 0
# OC(COc1ccc(Cl)c2ccccc12)CN1CCN(c2ccccn2)CC1 (stereo not given) as listed: -11, -8%, -0.3%, ?, -33, 2%, -2%, 2%, -12, -9%, -3
# O=C(O)c1ccc(O)c(N2C(=O)Nc3ccccc3N2O)c1 as listed: 4, 4%, -1.1%, ?, 4, -9%, 1%, 0%, 3, 0%, 4
# CC(C)CCOc1ccc(C2=NNC(=O)CC2)cc1 as listed: 1, -14%, -0.4%, ?, -10, -7%, 1%, -3%, 1, 1%, 1

# New compounds follow:
no.	SMILES	Giardia kill	Eya2 phos inh	B2AR arrestin	Chronic BCR inh	KCNH2 3.1 block	PKM2 act
31	Cc1ccc(NC(=O)Nc2ccccc2C(N)=O)cc1	-2	-3%	0.5%	?	0	-35%
32	COc1ccc(C(=O)NCCc2ccc(C(F)(F)F)cc2)cc1S(=O)(=O)N1CCOCC1	-5	-16%	-0.1%	2%	2	nt
33	COc1ccccc1-c1sc2ccccc2c1-c1ccc(Br)nc1	5	-5%	-1.5%	22%	nt	nt
34	COc1cccc(NC(=O)CN2C(=O)C(c3ccc(C)cc3)=NC23CCCCCC3)c1	0	-15%	-0.1%	8%	6	0%
35	C/C(=N\NC(=O)C1=NNC(=O)C1C)c1cccs1 (stereo not given)	3	-26%	0.2%	?	1	-54%
36	COc1ccc(OC)c(CCNC(=O)CCC(=O)N2CCOc3ccc(C)cc32)c1	13	4%	-1.0%	-10%	-2	2%
37	O=C1/C(=C/c2ccc([N+](=O)[O-])cc2)CCc2ccccc21	nt	-4%	0.2%	-13%	nt	-10%
38	COc1ccccc1CN1CC(C(=O)NCc2cccc(C)n2)CCC1=O (stereo not given)	17	3%	-0.5%	0%	-1	nt
39	Cc1ccc(S(=O)(=O)Nc2ccc(C(=O)NC3CC3)cc2)cc1	11	-6%	-1.0%	-1%	4	4%
40	Clc1ccc(CSc2nc3ccncc3[nH]2)cc1	?	-7%	0.3%	?	9	-62%

no.	GALK inhibitor	uPA surface inh	KCNH2 WT inh	USP2a block	FBPA coupling cs
31	13%	-11%	-9	3%	-2
32	nt	0%	-12	2%	nt
33	nt	-19%	nt	3%	nt
34	-2%	0%	10	3%	1
35	0%	2%	8	0%	1
36	nt	-24%	-4	1%	-2
37	6%	nt	nt	-14%	-4
38	-8%	32%[activator]	-1	-1%	nt
39	-4%	-3%	-2	2%	-1
40	4%	0.45µM*	5	-4%	-12
